Screening results (PubChem BioAssay)
5HT1E antag – blocks the human 5-HT1E serotonin receptor; CHO 5-HT1E Ga15 NFAT-bla reporter, FRET, antagonist; 0.99% of 65,000 active; AID 571; P28566; inhibition, % at 6 µM;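 active = inhibition above a set limit, the mean inhibition across every tested compound plus 3 SD, cut at about 29% in these data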;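 note: signal is the 460 over 535 nm emission ratio of beta-lactamase substrate; 0% = agonist plus DMSO wells and 100% = wells without agonist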
Target sequence (P28566 whole entry, looked up): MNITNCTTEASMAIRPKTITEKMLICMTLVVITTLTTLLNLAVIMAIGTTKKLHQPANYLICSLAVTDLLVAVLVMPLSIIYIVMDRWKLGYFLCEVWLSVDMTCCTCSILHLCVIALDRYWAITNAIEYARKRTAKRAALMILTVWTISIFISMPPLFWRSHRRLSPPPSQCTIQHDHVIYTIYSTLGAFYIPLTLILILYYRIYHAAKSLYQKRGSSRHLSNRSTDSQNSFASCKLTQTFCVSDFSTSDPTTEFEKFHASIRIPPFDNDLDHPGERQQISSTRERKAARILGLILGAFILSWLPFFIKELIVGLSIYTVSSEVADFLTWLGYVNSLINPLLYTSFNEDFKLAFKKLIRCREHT
tolC growth inh – blocks growth of E. coli BW25113 tolC mutant; OD615; AID 573; growth inhibition, % at 10 µM (by protocol); 2.2% of 65,000 active;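 active = growth inhibition at or above a cutoff equal to the mean over every tested compound plus 3 SD, cut at about 60% in these data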;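 note: growth measured after 20 h incubation at 37 °C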
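Signal: optical density read at 615 nm; Assay system: E. coli ΔtolC::kan strain BW25113; Times: 20 h incubation with compound, 37 °C; Dosing: 10 µM final, single dose.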
5HT1E ag – agonists of human 5-HT1E serotonin receptor | AID 574 | CHO 5-HT1E Ga15 NFAT-bla reporter, FRET; 0% DMSO wells, 100% control agonist wells | 0.69% of 65,000 active | P28566 | activation, % at 6 µM;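 active = activation above a set limit, the screen-wide mean activation plus 3 SD, cut at about 8.5% in these data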;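 note: 100% = positive control agonist at 1 µM giving full maximal response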
AP ELISA ortho – alternative pathway complement inhibition, orthogonal assay | Human serum alternative complement pathway, LPS-coated ELISA, C3 deposition; tested in compound mixtures | inhibition, % at 5 µM | 0.08% of 62,000 active | AID 1235;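 active = inhibition above 30% in each of the two pooled mixtures holding the compound, so the lower value exceeds 30%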;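 note: 0% = serum in Mg-EGTA without compound and 100% = EDTA serum blank; some compounds past the cut are filed as inactive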
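Medium: diluted human serum in Mg2+-EGTA GVB++. Assay system: human serum complement alternative pathway, C3 deposition onto LPS. Also added: Plate-bound LPS. Technique: Anti-C3 ELISA, OD 450 nm. Measure: percent inhibition. Incubation: 1 h at 37 °C. Dosing: 5 µM each compound, pools of ten, 50 µM per pool.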
S1P1 ag pot – agonists and agonism potentiators of human S1P1 receptor; P21453; activation, % at 9.5 µM; 0.57% of 56,000 active; S1P1 CRE-bla cells, forskolin, beta-lactamase FRET, potentiator mode; S1P1 agonist co-added at EC20, 2 nM; 100% = saturating reference agonist, 0% = basal; AID 449;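 active = activation above a cutoff set at the mean activation of all tested compounds plus 3 SD, cut at about 54% in these data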;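 note: forskolin at 4 µM as EC80 and the EC20 agonist is SEW2871; 100% = SEW2871 at its EC100 plus forskolin at EC80; some compounds past the cut are filed as inactive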
RORa activator – activators of human nuclear receptor RORA. CHO-K1 Gal4-RORA LBD luciferase reporter, luminescence; percent increase over mock-subtracted basal signal. activation, % at 10 µM. 1.5% of 65,000 active;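 active = activation above the mean of all tested compounds plus 3 SD, cut at about 49% in these data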;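 note: 0% = DMSO-treated RORA cells and 100% = added signal equal to DMSO minus mock-transfected cells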
5-HT1A blocker – blocks the human serotonin 5-HT1a receptor | P08908 | CHO 5-HT1a Ga15 NFAT-bla reporter, antagonist mode | inhibition, % at 10 µM | 0.68% of 62,000 active | AID 612;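 active = inhibition above the mean of all tested compounds plus 3 SD, cut at about 43% in these data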;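 note: receptor stimulated by 5-CT agonist at 100 nM near EC80; beta-lactamase reporter measured by ratiometric fluorescence of a cleavable substrate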
S1P3 ag – agonists of human S1P3 receptor. Q99500. S1P3 NFAT-BLA reporter cells, agonism, FRET ratio; relative to 1 µM S1P, basal subtracted. activation, % at 4.5 µM. 0.1% of 60,000 active;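 active = activation above the screen-wide mean plus 3 SD, cut at about 4.5% in these data, passing the limit was not always enough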; note: some compounds called inactive have numbers as strong as hits
Target sequence (Q99500 whole entry, looked up): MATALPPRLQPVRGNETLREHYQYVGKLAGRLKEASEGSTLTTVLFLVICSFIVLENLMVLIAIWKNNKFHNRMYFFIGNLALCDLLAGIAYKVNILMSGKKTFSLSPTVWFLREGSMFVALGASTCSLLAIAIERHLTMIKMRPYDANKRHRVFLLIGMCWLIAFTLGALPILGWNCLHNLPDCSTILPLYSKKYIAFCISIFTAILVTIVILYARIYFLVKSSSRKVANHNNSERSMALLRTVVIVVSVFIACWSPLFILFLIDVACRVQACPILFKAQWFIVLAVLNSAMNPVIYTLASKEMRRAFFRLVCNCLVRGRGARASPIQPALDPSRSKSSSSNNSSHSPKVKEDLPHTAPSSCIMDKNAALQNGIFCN
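Assay system: stable CHO line with human S1P3, Gα16, NFAT-BLA reporter; Detection: FRET β-lactamase substrate fluorescence, excitation 405 nm, 460/535 nm emission ratio, background-subtracted; Read-out: percent activation versus median 1 µM S1P response, basal-subtracted, per plate; Incubation: cells plated overnight, compound 4 h 37 °C, substrate 2 h RT.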
SF-1 act – activators of human nuclear receptor SF-1 | 1.9% of 65,000 active | CHO-K1 Gal4-SF-1 LBD luciferase reporter; % increase over DMSO SF-1-specific signal | activation, % at 10 µM | Q13285;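 active = activation above the mean activation of all tested compounds plus 3 SD, cut at about 50% in these data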
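Test system: transient Gal4-SF-1 LBD reporter, CHO-K1; Amount: 4,000 CHO-K1 cells per well; Doses: 10 µM only; Timing: compound exposure 20 h at 37 °C; Signal: luciferase light emission; Read-out basis: percent activation relative to DMSO median and mock-transfected background; Control set: DMSO negative control and −SF1 background wells; Replicates: one test per compound.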
* marks the source's active call; other numbers are inactive results; nt = no result given.

SMILES | 5HT1E antag | tolC growth inh | 5HT1E ag | AP ELISA ortho | S1P1 ag pot | RORa activator | 5-HT1A blocker | S1P3 ag | SF-1 act
C=CCn1c(CCC(=O)O)ccc1-c1ccccc1 | 0.9 | 18.4 | 0.4 | 16.6 | -0.5 | -7.4 | -2.2 | -1.3 | 2.8
CCOC(=O)/C=C1\SCC(=O)N1CC(=O)Nc1ccccc1OC(F)F | -4.3 | -8.1 | -0.9 | 6.1 | -5.1 | -31.5 | 0.2 | -0.5 | 3.6
COC(=O)c1ccc(CSc2nc3c(c(=O)n2-c2ccc(Br)cc2)SCC3)o1 | 7.3 | 29.4 | 0.4 | nt | nt | 5.2 | 7.6 | nt | -6.8
COc1ccc(-c2cn[nH]c2N)c(OC)c1 | 10.2 | -3.3 | -0.3 | 9.7 | -13.4 | -19.4 | 7.3 | 0.3 | 9.7
Cc1cc(=O)[nH]c(SCC(=O)c2ccc(C)c(C)c2)n1 | 6.5 | 5.3 | 0.0 | 6.7 | -0.9 | -2.8 | 2.9 | -1.5 | -12.7
CC1(C)Cc2c(c(N3CCOCC3)nc3sc(C(=O)N4CCCCC4)c(N)c23)CO1 | 8.5 | 3.4 | 0.3 | 15.5 | -24.8 | -1.7 | 12.7 | -1.5 | -16.4
O=C(OCc1ccco1)c1ccc(S(=O)(=O)N2CCCCC2)cc1 | -5.2 | 7.3 | 0.7 | 5.0 | -3.4 | -12.4 | 0.1 | -1.3 | -10.6
CC1=C(C(=O)N2CCCCCC2)C2(CCC(C)CC2)OC1=O (centres undefined) | 8.2 | 8.6 | -0.7 | 1.6 | 7.1 | 13.4 | -2.8 | -1.0 | -4.1
Cc1ccnc(NS(=O)(=O)c2ccc(NC(=O)Cc3cccs3)cc2)n1 | 1.8 | 7.2 | -0.9 | -6.2 | -19.3 | 1.1 | 8.3 | -1.1 | 3.9
COc1cccc(C(=O)Cn2c(=O)n(CC3CCCO3)c(=O)c3ccccc32)c1 (centres undefined) | 4.3 | 7.2 | -1.0 | 14.2 | nt | 12.2 | 7.6 | nt | -9.8
Cc1ccccc1C(=O)c1ccc2c(c1)n(C)c(=O)n2C | -10.1 | 2.6 | 0.4 | nt | -24.6 | -14.7 | nt | -4.7 | -0.7
COc1ccc(C2NC3=C(CCC3)C3(C#N)C4(N=C(N)C23C#N)OCCO4)cc1 (centres undefined) | 20.1 | -7.2 | -0.6 | -3.7 | 0.9 | -6.2 | -7.0 | -0.3 | -0.5
COC(=O)C1=C(O)CSC1=Nc1cccc(C(F)(F)F)c1 | -5.2 | -1.6 | -0.4 | 13.8 | -24.3 | -9.6 | 3.7 | -0.2 | -9.1
CCn1c(SCC(=O)NC2CCCCC2)nc2c(c1=O)SC(C)C2 (centres undefined) | -2.5 | 5.7 | -0.9 | 9.9 | -1.6 | -14.4 | 8.4 | -0.7 | -1.6
CCOc1ccc(NC(=O)CSc2nnc(COc3c(C)cccc3C)o2)cc1 | -17.5 | -3.2 | 1.3 | 4.7 | -4.7 | -2.8 | 4.2 | -1.2 | -1.1
CCOC(=O)c1[nH]c(C)c(C(=O)Nc2ccccc2F)c1C | 14.3 | 0.9 | -0.2 | 15.8 | 10.6 | 110.5* | 8.9 | -0.9 | 82.6*
Cc1ccc(Cl)cc1N1CCN(Cc2nc3c(c(=O)[nH]c(=O)n3C)n2Cc2ccccc2F)CC1 | -12.6 | 40.2 | 1.4 | 14.7 | -16.9 | 5.7 | 19.9 | -0.7 | 2.3
O=C(O)COc1ccc(Oc2ccccc2)cc1 | -0.2 | 5.7 | 0.8 | 4.5 | 4.1 | -3.9 | 0.7 | 1.4 | -12.7
CC(C)Cc1nc(C(N)=O)c2[nH]c(=O)n(-c3ccc(F)cc3)c2n1 | 6.8 | -2.4 | 1.6 | 17.1 | -7.0 | -6.2 | -3.2 | -0.4 | -0.3
COc1ccccc1OCC(=O)OCC(=O)NCCN1C(=O)CSC1=O | -7.3 | -11.7 | -0.6 | -2.3 | -3.7 | 6.8 | -8.3 | 1.5 | -5.2
COC(=O)c1sc(NC(=O)CSc2nc3cccnc3n2C2CCCCC2)nc1C | -17.7 | 49.6 | -1.1 | 24.1 | -11.7 | -9.2 | 4.6 | 0.2 | 3.2
CCOC(=O)N1CCN(c2nc3ccccc3nc2C(C#N)C(=O)NCCc2ccccc2)CC1 (centres undefined) | 6.8 | 10.3 | 0.9 | 4.7 | 7.8 | -13.3 | 6.2 | -0.6 | -1.8
N#Cc1nc(-c2ccco2)oc1N1CCOCC1 | 16.2 | -26.1 | -1.2 | 10.0 | 9.6 | -7.6 | 10.2 | -0.4 | -2.6
Cc1cc(C)n(C(=O)CNC(=O)c2ccco2)n1 | -4.7 | -14.5 | 1.3 | 8.6 | -30.9 | -15.1 | 0.9 | 0.2 | 1.1
Cc1nc(-n2nnc3ccccc32)c2c3c(sc2n1)CCCC3 | -2.5 | 45.6 | -0.5 | 5.2 | nt | -12.0 | 27.3 | nt | -4.7

A section from further up, as a working copy:
SMILES | 5HT1E antag | tolC growth inh | 5HT1E ag | AP ELISA ortho | S1P1 ag pot | RORa activator | 5-HT1A blocker | S1P3 ag | SF-1 act
N#Cc1nc(-c2ccco2)oc1N1CCOCC1 | 16.2 | -26.1 | -1.2 | 10.0 | 9.6 | -7.6 | 10.2 | -0.4 | -2.6
Cc1cc(C)n(C(=O)CNC(=O)c2ccco2)n1 | -4.7 | -14.5 | 1.3 | 8.6 | -30.9 | -15.1 | 0.9 | 0.2 | 1.1
Cc1nc(-n2nnc3ccccc32)c2c3c(sc2n1)CCCC3 | -2.5 | 45.6 | -0.5 | 5.2 | nt | -12.0 | 27.3 | nt | -4.7

(listing goes on)
SMILES | 5HT1E antag | tolC growth inh | 5HT1E ag | AP ELISA ortho | S1P1 ag pot | RORa activator | 5-HT1A blocker | S1P3 ag | SF-1 act
OC(COc1ccccc1Cl)CN1CCN(CC(O)COc2ccccc2Cl)CC1 (centres undefined) | 8.2 | 9.6 | 0.3 | 2.2 | -17.2 | 15.1 | 58.2* | -0.6 | 17.9
O=C(CCn1nnc2ccccc21)Nc1nnc(Cc2ccccc2)s1 | -11.1 | 12.8 | 0.7 | -0.5 | 0.4 | 1.6 | 0.4 | -0.3 | 2.6
O=C(Cn1c(CC(=O)N2CCCC2)nc2ccccc21)NCc1ccccc1 | 2.2 | -19.6 | -0.4 | 2.2 | 6.6 | -2.9 | 1.9 | 0.1 | -4.7
CCOC(=O)C1=C(C)N(C2CCCCC2)C(=O)C1 | 23.8 | -4.3 | 0.9 | 19.8 | -30.4 | -10.0 | -5.3 | -0.5 | -0.1
O=C(C1CC(=O)N(C2CCCC2)C1)N1CCC(Cc2ccccc2)CC1 (centres undefined) | 4.9 | 4.9 | -0.1 | 16.8 | 18.3 | -1.4 | -9.0 | 0.1 | -5.3
Cc1cc(C(=O)CSc2nnc(-c3ccccc3)n2Cc2ccc3c(c2)OCO3)c(C)n1C | -3.9 | -9.4 | 0.9 | -3.9 | 7.0 | 8.7 | 1.2 | -0.5 | 3.3
Cc1cc(C)n2cc(CSC3=NCCS3)nc2n1 | -1.5 | -7.2 | 0.1 | 22.2 | -2.3 | -8.2 | -7.4 | 0.2 | -7.0
COC(=O)[C@@H](NC(=O)NCc1ccccc1Cl)C(C)C | -1.4 | -16.3 | -0.1 | 0.8 | -11.4 | -15.9 | 3.5 | -0.6 | -2.0
Cc1ccc(S(=O)(=O)N=C2SCCCS2)cc1 | -5.4 | -12.1 | -0.2 | 19.8 | -11.9 | -11.0 | -6.5 | 0.4 | 5.5
COc1cc(OC)nc(NC(=O)CSc2nc3ccccc3o2)n1 | -7.2 | -14.4 | 1.4 | 7.6 | -14.7 | -6.9 | -11.9 | -0.2 | -3.3
CSc1ccc(C2C(C#N)=C(N)N(c3ccccc3)C3=C2C(=O)CCC3)cc1 (centres undefined) | 11.1 | 52.0 | 0.1 | 9.0 | nt | -6.7 | 43.4* | nt | -14.1
CCOC(=O)c1ccc(-c2c(C(=O)OCC)oc3cc(O)c(CC)cc3c2=O)o1 | 5.3 | 55.9 | 0.9 | 6.3 | -26.1 | -6.4 | -22.2 | -0.3 | 5.5
COc1cc(-c2nnc(-c3cccnc3)o2)cc(OC)c1OC | 2.7 | 6.3 | -0.2 | 14.2 | -15.6 | 2.1 | 3.7 | -0.7 | -7.4
COc1ccccc1Oc1ccc(S(=O)(=O)Nc2cccnc2)cc1 | -5.0 | -0.3 | -0.1 | -9.6 | nt | -28.8 | 0.3 | nt | -13.9
N#CCCn1c2ccccc2c2nc3ccccc3nc21 | 38.3* | 19.1 | -0.3 | -18.3 | -53.5 | 14.6 | -9.1 | 0.4 | 21.0
COc1ccc(N2CCN(c3nc(NCCO)nc(N4CCOCC4)n3)CC2)cc1 | -15.1 | 3.2 | 0.5 | 2.1 | -2.5 | -10.2 | -20.9 | 0.0 | -13.5
CC(=O)C1=C(O)C(=O)N(Cc2ccccc2)C1c1cccs1 (centres undefined) | -36.5 | 8.2 | -0.5 | -3.9 | nt | 5.1 | -4.3 | nt | -4.4
COc1ccc(-c2coc3cc(O)cc(O)c3c2=O)cc1 | 11.9 | 5.7 | -0.3 | 25.6 | -17.0 | 30.5 | nt | -1.6 | 97.2*
CCCCn1c(SCC(=O)NC(C)(C)C)nnc1-c1ccco1 | -7.8 | -13.2 | 0.5 | 19.4 | 7.3 | 0.0 | -0.6 | 0.1 | 5.8
O=C(NCc1cccnc1)C1c2ccccc2C(=O)N1C1CCCCCC1 (centres undefined) | -1.4 | -1.6 | -0.3 | 18.2 | -9.2 | 5.3 | 9.6 | -0.9 | 8.7
CSc1c(C#N)c(N)c(C#N)c2c1COC(C)(C)C2 | 15.4 | 3.5 | 0.8 | 1.4 | -37.4 | -7.2 | -6.9 | 0.0 | -0.5
Cc1oc(-c2ccccc2F)nc1CN1CCC(C(=O)NCc2cccs2)CC1 | 9.4 | -3.8 | -0.5 | 15.7 | 19.9 | 0.9 | 2.9 | -0.7 | 6.5
CCN1CCN(CCCNC(=O)Cn2cc3c(n2)CCCC3)CC1 | -1.5 | -15.4 | -0.3 | 19.3 | -8.9 | 12.1 | 7.7 | 0.1 | -17.3
O=S(=O)(Cc1ccccc1)N1CCC(c2nc(-c3cccs3)no2)CC1 | 3.1 | -4.1 | 0.7 | 22.6 | 6.9 | -0.9 | -4.8 | -0.8 | -18.0
CS(=O)(=O)NCCSCc1ccccc1 | 6.0 | -12.5 | 0.5 | -1.7 | 8.3 | -14.3 | -11.0 | -0.6 | -2.8
CCc1nnc(NC(=O)CSc2nnc(Cc3cccn3C)n2C)s1 | -8.3 | -9.2 | 0.4 | 17.6 | -22.1 | 5.0 | -4.0 | -2.2 | -28.1
